GPR151 ag: activators of human GPR151, primary screen, cell-based, PathHunter beta-arrestin, luminescence. PathHunter beta-arrestin GPR151 cells. 1% of 650,000 active. activation, % at 11.2 µM. G-protein coupled receptor 151 (Homo sapiens), Q8TDV0; in the data active = activation above about 4.9%;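 also: 0% = median of compound wells and 100% = cells with positive control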
MITF primary: MITF inhibitors, primary screen, biochemical, AlphaScreen, human; Microphthalmia-associated transcription factor (Homo sapiens), O75030; AlphaScreen MITF homodimerization, bead proximity signal; inhibition, % at 2.6 µM; 0.91% of 650,000 active; in the data active = inhibition above about 50%;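 also: 0% = vehicle wells with protein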
TEAD-YAP inh: TEAD-YAP interaction inhibition, primary screen, TEAD-YAP interaction inhibitor project, luminescence, HEK-TIYL cells; TEAD-Gal4/YAP UAS-luciferase luminescence; inhibition, % at 9.12 µM; 1.4% of 640,000 active; in the data active = inhibition above about 32%;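 also: 0% = median of test compound wells and 100% = reference inhibitor wells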
FBW7 activator: FBW7 E3 ligase activators, primary screen, biochemical, AlphaScreen, human; AlphaScreen FBW7–phospho-cyclin E peptide binding, activator screen; AID 1259310, 2017; F-box/WD repeat-containing protein 7 (Homo sapiens), Q969H0; normalized activity (activation), % at 26.1 µM; 0.13% of 650,000 active; in the data active = normalized activity above about 1.9%;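 also: purified mutant Fbw7 with reduced substrate affinity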
Target sequence (Q969H0 whole entry, looked up): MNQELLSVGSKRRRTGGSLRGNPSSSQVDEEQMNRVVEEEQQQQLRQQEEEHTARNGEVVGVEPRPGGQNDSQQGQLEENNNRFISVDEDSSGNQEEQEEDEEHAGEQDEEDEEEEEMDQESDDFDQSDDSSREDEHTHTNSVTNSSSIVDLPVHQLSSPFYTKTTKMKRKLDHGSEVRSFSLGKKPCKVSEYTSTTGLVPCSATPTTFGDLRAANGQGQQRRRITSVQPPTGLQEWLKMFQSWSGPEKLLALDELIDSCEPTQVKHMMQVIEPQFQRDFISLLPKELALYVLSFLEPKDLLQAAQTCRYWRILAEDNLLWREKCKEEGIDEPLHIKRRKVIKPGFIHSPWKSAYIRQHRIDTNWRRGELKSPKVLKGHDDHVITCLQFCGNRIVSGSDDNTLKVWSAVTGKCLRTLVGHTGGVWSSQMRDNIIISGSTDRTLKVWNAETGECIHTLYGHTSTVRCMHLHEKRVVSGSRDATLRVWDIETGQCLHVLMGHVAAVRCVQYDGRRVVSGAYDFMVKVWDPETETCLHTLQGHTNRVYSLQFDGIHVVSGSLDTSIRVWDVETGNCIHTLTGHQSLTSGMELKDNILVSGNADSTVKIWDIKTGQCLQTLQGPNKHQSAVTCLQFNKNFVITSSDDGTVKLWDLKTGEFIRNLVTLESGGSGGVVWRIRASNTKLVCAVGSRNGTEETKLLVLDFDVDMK
Active calls of the source: *. Compounds as they come (roughly 3.5% active in at least one column).

Results for CCN(Cc1ccncc1)Cc1ccc2c(c1)CN(C(=O)Cn1nc(C)nc1C)CCO2 ?
GPR151 ag: 1.9; MITF primary: -15; TEAD-YAP inh: -12; FBW7 activator: 0.1

What do the screens show for `Cn1cc(Br)c(C(=O)NNC(=O)c2ccc(Br)cc2)n1`?
GPR151 ag: -1.3; MITF primary: 2; TEAD-YAP inh: -68; FBW7 activator: 0.2

Results for CN1CCN(c2ccccc2NC(=O)c2noc3c2COc2ccccc2-3)CC1 ?
GPR151 ag: -0.4; MITF primary: 15; TEAD-YAP inh: 3; FBW7 activator: 0.7

What do the screens show for `O=C(Nc1ccc(-c2ccco2)cc1)C1CCCN(Cc2cccc3c2OCO3)C1` (stereo not given)?
GPR151 ag: -0.4; MITF primary: 2; TEAD-YAP inh: -10; FBW7 activator: -0.2

Results for CC(C)(C)c1ccc(C(=O)NNC(=O)c2ccccn2)cc1 ?
GPR151 ag: -0.1; MITF primary: 46; TEAD-YAP inh: 42*; FBW7 activator: -1.1

What do the screens show for `CN(C1CCCCC1)S(=O)(=O)c1cc(C(=O)Nc2ccc(Br)cc2)ccc1F`?
GPR151 ag: -1.1; MITF primary: 14; TEAD-YAP inh: 14; FBW7 activator: 1.5

How did COC(=O)C(C)Oc1ccc(C=O)cc1OC (stereo not given) do in these assays?
GPR151 ag: 1.0; MITF primary: -17; TEAD-YAP inh: -1; FBW7 activator: -0.2

What do the screens show for `O=c1[nH]c2ccccc2n1C1CCN(S(=O)(=O)c2ccc3c(c2)OCCO3)CC1`?
GPR151 ag: 0.3; MITF primary: 4; TEAD-YAP inh: 1; FBW7 activator: 0.1

How did C=CCNC(=O)c1cc(-c2ccc(Cl)cc2Cl)on1 do in these assays?
GPR151 ag: 2.8; MITF primary: 2; TEAD-YAP inh: -15; FBW7 activator: 0.5

What do the screens show for `O=C(C1CC1)N1CCN(c2ccc(-c3ccc(Cl)cc3)nn2)CC1`?
GPR151 ag: -1.6; MITF primary: -13; TEAD-YAP inh: -54; FBW7 activator: 0.3

How did COc1ccc(-c2csc(NC(=O)C(C)C)c2C(=O)O)cc1 do in these assays?
GPR151 ag: 1.1; MITF primary: 3; TEAD-YAP inh: -3; FBW7 activator: 0.0

What do the screens show for `CCOC1=C/C(=C/c2c(N)n3nc(N4CCOCC4)sc3nc2=O)C=CC1=O`?
GPR151 ag: -0.7; MITF primary: 14; TEAD-YAP inh: 8; FBW7 activator: 0.8

How did CC(=O)c1cccc(NC(=O)CCS(=O)(=O)c2cc3c(cc2C)NC(=O)CO3)c1 do in these assays?
GPR151 ag: 0.1; MITF primary: -8; TEAD-YAP inh: -5; FBW7 activator: 0.0

How did CN1C(=O)NC(c2ccccc2[N+](=O)[O-])C2=C1CCCC2=O (stereo not given) do in these assays?
GPR151 ag: 0.3; MITF primary: 10; TEAD-YAP inh: 14; FBW7 activator: -0.3

Results for CCC(=O)Nc1ccc(S(=O)(=O)N(C(=O)CC)c2ccc(S(N)(=O)=O)cc2)cc1 ?
GPR151 ag: 0.2; MITF primary: 11; TEAD-YAP inh: 11; FBW7 activator: 0.2

What do the screens show for `COc1ccc(-n2c(=S)[nH]c3cc(C(=O)NCCCN4CCOCC4)ccc3c2=O)cc1`?
GPR151 ag: -0.9; MITF primary: -4; TEAD-YAP inh: -3; FBW7 activator: 0.1

What do the screens show for `COc1ccc(C(=O)CC2(O)C(=O)N(Cc3ccccc3)c3ccccc32)cc1[N+](=O)[O-]` (stereo not given)?
GPR151 ag: 1.6; MITF primary: 2; TEAD-YAP inh: 3; FBW7 activator: -0.3

What do the screens show for `COc1ccc(N(Cc2nnc3n2CCCCC3)C(=O)Nc2ccc(C)cc2)cc1`?
GPR151 ag: -0.3; MITF primary: 11; TEAD-YAP inh: 9; FBW7 activator: 0.3

Results for CC(=O)Nc1nnc(SCC(=O)Nc2ccccc2Br)s1 ?
GPR151 ag: 1.7; MITF primary: 28; TEAD-YAP inh: 7; FBW7 activator: 0.1

What do the screens show for `CCOC(=O)C1=C(C)N=c2s/c(=C/c3cc(OC)c(OC)cc3Br)c(=O)n2C1c1ccc(OC)cc1` (stereo not given)?
GPR151 ag: -2.2; MITF primary: 22; TEAD-YAP inh: 3; FBW7 activator: 0.2

An excerpt from above in order of SMILES length, lowest first:
Results for CC(=O)Nc1nnc(SCC(=O)Nc2ccccc2Br)s1 ?
GPR151 ag: 1.7; MITF primary: 28; TEAD-YAP inh: 7; FBW7 activator: 0.1

How did COc1ccc(-c2csc(NC(=O)C(C)C)c2C(=O)O)cc1 do in these assays?
GPR151 ag: 1.1; MITF primary: 3; TEAD-YAP inh: -3; FBW7 activator: 0.0

What do the screens show for `COc1ccc(-n2c(=S)[nH]c3cc(C(=O)NCCCN4CCOCC4)ccc3c2=O)cc1`?
GPR151 ag: -0.9; MITF primary: -4; TEAD-YAP inh: -3; FBW7 activator: 0.1

(listing goes on)
What do the screens show for `O=C(c1cccc(Cl)c1)C1CCCN(S(=O)(=O)Cc2ccccc2)C1` (stereo not given)?
GPR151 ag: 3.2; MITF primary: 6; TEAD-YAP inh: 5; FBW7 activator: 0.1

Results for COc1ccc(F)cc1S(=O)(=O)NC(C)c1ccccc1 (stereo not given) ?
GPR151 ag: -0.2; MITF primary: 8; TEAD-YAP inh: -9; FBW7 activator: -0.1

Results for COc1ccccc1C(=O)Nc1ccc(NC(=O)c2ccccc2)nc1 ?
GPR151 ag: -0.2; MITF primary: 6; TEAD-YAP inh: -37; FBW7 activator: -0.1

Results for CCc1ccc(CNC(=O)CCc2nc(-c3cccs3)no2)cc1 ?
GPR151 ag: 1.3; MITF primary: -19; TEAD-YAP inh: -5; FBW7 activator: -0.1

How did CCOc1cc(CN2CCC(C(=O)NCCc3ccccc3)CC2)ccc1O do in these assays?
GPR151 ag: -0.3; MITF primary: -2; TEAD-YAP inh: -8; FBW7 activator: 0.0

How did O=C(c1ccc(Cl)cc1)N1CCN(c2ccc([N+](=O)[O-])c(N3CCCCC3)c2)CC1 do in these assays?
GPR151 ag: -1.4; MITF primary: -5; TEAD-YAP inh: 0; FBW7 activator: 0.1

Results for CN1CCC(O)(c2ccc3c(c2)CN(Cc2cccc(O)c2)CCO3)CC1 ?
GPR151 ag: 0.5; MITF primary: 11; TEAD-YAP inh: -1; FBW7 activator: 0.0

Results for CCOC(=O)CS(=O)(=O)c1ccc(C(=O)N(C)Cc2ccccc2)cc1[N+](=O)[O-] ?
GPR151 ag: -0.5; MITF primary: 8; TEAD-YAP inh: 16; FBW7 activator: 0.0

What do the screens show for `Cc1[nH]c(=O)[nH]c(=O)c1S(=O)(=O)N1CCCC(C(=O)Nc2ccc3c(c2)OCO3)C1` (stereo not given)?
GPR151 ag: -0.1; MITF primary: 9; TEAD-YAP inh: 9; FBW7 activator: 0.0

How did CC(C)COC(=O)COc1ccc2c(=O)c(Oc3ccccc3Cl)coc2c1 do in these assays?
GPR151 ag: -0.6; MITF primary: 1; TEAD-YAP inh: -1; FBW7 activator: 0.1

Reprinted at random: three records from the list
What do the screens show for `O=C(c1cccc(Cl)c1)C1CCCN(S(=O)(=O)Cc2ccccc2)C1` (stereo not given)?
GPR151 ag: 3.2; MITF primary: 6; TEAD-YAP inh: 5; FBW7 activator: 0.1

How did CCOc1cc(CN2CCC(C(=O)NCCc3ccccc3)CC2)ccc1O do in these assays?
GPR151 ag: -0.3; MITF primary: -2; TEAD-YAP inh: -8; FBW7 activator: 0.0

What do the screens show for `Cc1[nH]c(=O)[nH]c(=O)c1S(=O)(=O)N1CCCC(C(=O)Nc2ccc3c(c2)OCO3)C1` (stereo not given)?
GPR151 ag: -0.1; MITF primary: 9; TEAD-YAP inh: 9; FBW7 activator: 0.0

The listing continues.
Results for O=C1ON=C(c2ccccc2)/C1=C/c1ccc(OC(=O)c2ccc(Cl)cc2)cc1 ?
GPR151 ag: -0.1; MITF primary: -2; TEAD-YAP inh: -2; FBW7 activator: -0.1

Results for Cc1ccc(NC(=O)c2cc3cccnc3n(C)c2=O)cc1C ?
GPR151 ag: 0.4; MITF primary: -8; TEAD-YAP inh: -18; FBW7 activator: -0.1

Results for CC(C)CNC(=O)/C=C/c1ccccc1 ?
GPR151 ag: -0.9; MITF primary: 2; TEAD-YAP inh: -31; FBW7 activator: 0.6

What do the screens show for `Oc1ccc(CCNc2ccnc(-c3ccc4[nH]ccc4c3)n2)cc1`?
GPR151 ag: -1.0; MITF primary: 28; TEAD-YAP inh: 4; FBW7 activator: -0.1

How did CCN(CC)CCn1c(=S)[nH]c2cc3c(cc2c1=O)OCO3 do in these assays?
GPR151 ag: -0.1; MITF primary: -4; TEAD-YAP inh: 2; FBW7 activator: -0.1

Results for CCn1nc(C)cc1C(=O)N(CCN1CCOCC1)c1nc2c(OC)ccc(Cl)c2s1 ?
GPR151 ag: 0.5; MITF primary: 18; TEAD-YAP inh: 7; FBW7 activator: 0.9

Results for CC(NC(=O)C1CC1(C)C)c1ccccc1 (stereo not given) ?
GPR151 ag: 1.3; MITF primary: -5; TEAD-YAP inh: 2; FBW7 activator: 0.2

How did CCCC[n+]1c(C)sc2cc(OC)ccc21 do in these assays?
GPR151 ag: 0.0; MITF primary: 4; TEAD-YAP inh: 8; FBW7 activator: 0.8

How did CCOC(=O)c1sc2nc(SCc3cccc(Cl)c3)n(Cc3ccccc3OC)c(=O)c2c1C do in these assays?
GPR151 ag: 0.2; MITF primary: -3; TEAD-YAP inh: -5; FBW7 activator: 0.0

Results for C#CCN(C)C(=O)c1c(C(F)(F)F)nc2c(OC)cccn12 ?
GPR151 ag: 0.8; MITF primary: -18; TEAD-YAP inh: 1; FBW7 activator: 1.9*

Results for COCCN(C(=S)Nc1ccc(C)cc1C)C1CCN(C(C)=O)CC1 ?
GPR151 ag: 0.6; MITF primary: 2; TEAD-YAP inh: 3; FBW7 activator: 0.0

How did Cc1cc(-n2cccn2)ccc1CN1CCN(C2CCCCC2)C(CCO)C1 (stereo not given) do in these assays?
GPR151 ag: 1.7; MITF primary: 1; TEAD-YAP inh: 6; FBW7 activator: -0.1

What do the screens show for `CSc1ncccc1C(=O)Nc1ccc(C(C)=O)cc1`?
GPR151 ag: -1.2; MITF primary: 3; TEAD-YAP inh: -16; FBW7 activator: -0.1

Results for O=C(OCCCN1CCOCC1)c1ccc(O)c(O)c1 ?
GPR151 ag: 0.1; MITF primary: 11; TEAD-YAP inh: -7; FBW7 activator: 0.2

Results for Fc1ccc(Cn2nnc(-c3ccc(CN4CCOCC4)cc3)n2)cc1 ?
GPR151 ag: 0.0; MITF primary: -2; TEAD-YAP inh: -5; FBW7 activator: -0.3

What do the screens show for `COc1ccc(-c2nn3c(Cn4cnc5ccccc54)nnc3s2)cc1OC`?
GPR151 ag: -0.8; MITF primary: -14; TEAD-YAP inh: -29; FBW7 activator: -0.2

Results for O=C1NC(=O)c2cc(S(=O)(=O)N(CCO)CCO)cc3cccc1c23 ?
GPR151 ag: -0.5; MITF primary: 0; TEAD-YAP inh: 4; FBW7 activator: -0.4

Results for N=C1S/C(=C\c2cn[nH]c2-c2ccc(F)cc2)C(=O)N1c1nonc1N ?
GPR151 ag: -0.1; MITF primary: 18; TEAD-YAP inh: 1; FBW7 activator: 0.0

What do the screens show for `Cc1cccc(-n2c(CNC(=O)c3ccc([N+](=O)[O-])cc3)nnc2SCC(=O)N2N=C(c3cccs3)CC2c2ccc(F)cc2)c1` (stereo not given)?
GPR151 ag: -1.6; MITF primary: 18; TEAD-YAP inh: 0; FBW7 activator: 0.5

How did COC(=O)[C@@H]1CCCN1Cc1ccc2c(c1)CN(Cc1nccs1)CCO2 do in these assays?
GPR151 ag: 0.5; MITF primary: 14; TEAD-YAP inh: 2; FBW7 activator: 0.2

Results for O=C1C(NC2CCCC2)=C(N2CCCCC2)C(=O)c2ccccc21 ?
GPR151 ag: -2.2; MITF primary: 11; TEAD-YAP inh: 86*; FBW7 activator: 0.4

Results for COCOc1ccc(-c2nc(-c3ccccc3)cnc2N)cc1 ?
GPR151 ag: -0.5; MITF primary: 19; TEAD-YAP inh: 1; FBW7 activator: 0.3

Results for COC(=O)Nc1nc(CC(=O)N2CCN(c3ccc(F)cc3)CC2)cs1 ?
GPR151 ag: -0.3; MITF primary: -10; TEAD-YAP inh: -2; FBW7 activator: -0.4

Results for Cc1nc2c(cc1NC(=O)C(C)(C)C)nc(C)n2Cc1ccccc1 ?
GPR151 ag: -0.8; MITF primary: 17; TEAD-YAP inh: -6; FBW7 activator: 0.1

How did O=C1CSC(c2ccccc2[N+](=O)[O-])N1c1cc(Cl)cc(Cl)c1 (stereo not given) do in these assays?
GPR151 ag: 1.4; MITF primary: 4; TEAD-YAP inh: 1; FBW7 activator: -0.2

How did COc1ccc(S(=O)(=O)N(CC(=O)NCc2ccncc2)c2ccc(C)cc2)cc1Br do in these assays?
GPR151 ag: 1.1; MITF primary: -6; TEAD-YAP inh: 3; FBW7 activator: 0.0

What do the screens show for `O=C(Nc1cccc2nsnc12)c1ccc(F)cc1`?
GPR151 ag: -1.1; MITF primary: -17; TEAD-YAP inh: -6; FBW7 activator: 0.2

Results for Cc1nc(N2CCC(C(=O)NC(C)(C)C)CC2)nc2ccccc12 ?
GPR151 ag: 1.7; MITF primary: -14; TEAD-YAP inh: 4; FBW7 activator: 0.3

Screening data: PubChem, The Scripps Research Institute Molecular Screening Center
